# Assay outcomes as filed in PubChem.
# GAA glycogen: inhibitors or activators of human alpha-glucosidase glycogen cleavage; recombinant GAA, glycogen substrate, Amplex Red glucose oxidase fluorescence; Potency, µM (doses to about 76.4 µM), inactives show top-dose activity change, negative = inhibition, actives largely listed as inhibitors; 0.38% of 300,000 active; AID 2100; active = well fitted inhibition curve with a large enough effect; inconclusive = small, poorly fitted or top-dose-only effect, or another doubt; inactive = no such curve, though single readings can be large or run the other way;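 note: 0% = full enzyme reaction and -100% = no-enzyme basal signal; the screen sought inhibitors and activators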
#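 Recombinant enzyme (4 nM final) with compounds titrated up to 77 uM and bovine liver glycogen (30 ug) in citrate pH 5.0, 0.01% Tween-20, 37 C 40 min. Released glucose detected by Amplex Red/glucose oxidase (Ex 573/Em 610); AC50 from Hill fits.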
# * hit, by the source's call; ? = inconclusive; [ ] = dose if it differs, or a comment. Potency is the fitted concentration of half-maximal effect. A portion of the library; the hit share may differ from the screen's.
canonical_smiles	GAA glycogen
N#Cc1ccc(OC(=O)Cc2ccsc2)cc1	-3%[76.3 µM]
O=C(NC1CC2CCCC(C1)N2C(=O)Nc1ccccc1)C1CC1 (centres undefined)	12%
O=C(/C=C/c1ccccc1)OCN1C(=O)c2ccccc2C1=O	-3%
O=C(CS(=O)(=O)c1ccccc1)Nc1nccs1	-1%
Cc1c(C(=O)N(C)c2ccccc2)oc2c1C(O)CC(C)(C)C2 (centres undefined)	-6%[76.3 µM]
COc1ccccc1NC(=O)CSc1nnc(-c2ccccn2)o1	-16%
COc1ccc(S(=O)(=O)N(CC(=O)NCC2CCCO2)C2CCCCC2)cc1OC (centres undefined)	3%
CCCCn1c(SCC(=O)NC2CCCC2)nnc1-c1ccco1	3%
O=c1nccc(N/N=C/c2ccccc2O)[nH]1	2%
CN(C)CCN(C(=O)c1ccc(S(=O)(=O)N(C)c2ccccc2)cc1)c1nc2cc3c(cc2s1)OCO3	4%[76.3 µM]
COc1ccc(CCNC(=O)c2cccn2C)cc1	-13%[76.3 µM]
Cc1ccnc(NCc2ccc(Br)cc2)c1	-2%
COc1cccc(/C=C2\SC(=S)N(CC(=O)N(C)C3CCS(=O)(=O)C3)C2=O)c1 (centres undefined)	2%[76.3 µM]
COc1ccc(C(C(=O)NCC2CCCO2)N(C(=O)Cn2nnc3ccccc32)c2ccc(NC(C)=O)cc2)cc1 (centres undefined)	1%
CC1COc2ccccc2N1S(=O)(=O)c1cc(Cl)ccc1Cl (centres undefined)	-6%

# Five compounds drawn at random from the list so far:
canonical_smiles	GAA glycogen
COc1cccc(/C=C2\SC(=S)N(CC(=O)N(C)C3CCS(=O)(=O)C3)C2=O)c1 (centres undefined)	2%[76.3 µM]
CC1COc2ccccc2N1S(=O)(=O)c1cc(Cl)ccc1Cl (centres undefined)	-6%
O=C(CS(=O)(=O)c1ccccc1)Nc1nccs1	-1%
O=c1nccc(N/N=C/c2ccccc2O)[nH]1	2%
COc1ccccc1NC(=O)CSc1nnc(-c2ccccn2)o1	-16%

# (more compounds)
canonical_smiles	GAA glycogen
CCC(CO)Nc1ccc(-c2n[nH]c(=O)c3ccccc23)cc1[N+](=O)[O-] (centres undefined)	0%
COc1ccc(C)c2sc(N(CCN(C)C)C(=O)/C=C/c3cccs3)nc12	-22%[76.3 µM]
OC(COc1ccc(F)cc1Cl)CN1CCC(Cc2ccccc2)CC1 (centres undefined)	4%
COc1ccc(-n2c(SCC(=O)Nc3ccc(NC(C)=O)cc3)nc3c([nH]c4ccccc43)c2=O)cc1OC	-1%[76.3 µM]
O=c1c(-c2ccc(Br)cc2)coc2c(CN3CCCCC3)c(O)ccc12	5%
Cc1cccc(NC(=O)c2ccc(Cl)c(S(=O)(=O)N3CCCC3)c2)n1	-2%[76.3 µM]
C/C(=N/NC(=O)c1ccncc1)c1ccc(NC(=O)c2ccc(Cl)cc2Cl)cc1	5%[76.3 µM]
COc1cc(CCC(=O)OCC(=O)Nc2ccc(F)c(F)c2)cc(OC)c1OC	-4%
O=C(NC1CCCCC1)c1cccc(OCc2ccccc2)c1	1%[76.3 µM]
COc1ccc(N(C(=O)CNC(=O)c2ccco2)C(C(=O)NC2CCCCC2)c2cccnc2)cc1 (centres undefined)	2%
Cc1cc(O)c(C(=O)/C=C/c2c(F)c(F)c(F)c(F)c2F)c(=O)o1	-9%
C=CCn1c(SCC(=O)Nc2nncs2)nnc1-c1ccco1	3%
S=c1[nH]nc(C2CCCCC2)n1/N=C/c1ccc(Cl)cc1	-19%
CC1CC(C)(C)CC2(C1)NC(=O)N(CC(=O)Nc1ccc(N3CCCCC3)cc1)C2=O (centres undefined)	-13%[76.3 µM]
COc1ccc(S(=O)(=O)NCC(=O)N(CC(=O)NCc2ccco2)Cc2ccc(F)cc2)cc1	2%
CSc1nnc(C2CCN(CC(=O)Nc3ccccc3N3CCOCC3)CC2)n1C	-1%
O=C(NNC(=S)NC(=O)c1ccccc1)c1ccc(O)cc1	0%
COC(=O)Cc1c(C)c2ccc(OCC(=O)N3CCCC(C)C3)c(C)c2oc1=O (centres undefined)	-4%[76.3 µM]
COc1cccc(/C=C2\SC(=S)N(NS(=O)(=O)c3ccc(C)cc3)C2=O)c1OC	-6%
CC(=O)Nc1ccc(S(=O)(=O)Nc2nc3ccccc3nc2Cl)cc1	-5%
O=C(NC1CCCc2c1cnn2-c1cc(F)cc(F)c1)c1ccc[n+]([O-])c1 (centres undefined)	0%[76.3 µM]
CC12CC3CC(C)(C1)CC(C(=O)NNC(=O)c1ccncc1)(C3)C2	9%[76.3 µM]
C=CCSc1nc2ccccc2n2cnnc12	5%
O=C(CCS(=O)(=O)Cc1ccccc1)Nc1nnc(C(F)(F)F)s1	3%
Cc1ccc(C(=O)N2CCNC(=O)C2CC(=O)Nc2ccc(F)cc2)cc1C (centres undefined)	-8%[76.3 µM]
COCCCn1c(SCC(=O)NC2CCCCC2)nc2ccccc2c1=O	1%
COc1cc(-c2csc(NC3CCCCC3)n2)cc(OC)c1OC	1%
CCc1nc(SCC(=O)Nc2ccccc2)c2c(=O)n(C)c(=O)n(C)c2n1	-12%[76.3 µM]
CCOc1cc(N2CCOCC2)c(OCC)cc1NC(=O)[C@H](C)NC(=O)c1ccco1	3%[76.3 µM]
CCC(C)(C)NC(=O)C(c1ccc(C)o1)N(Cc1ccc2c(c1)OCO2)C(=O)c1snc(C(N)=O)c1N (centres undefined)	13%

# Grouped by structure: the entries above containing bromine (two)
canonical_smiles	GAA glycogen
Cc1ccnc(NCc2ccc(Br)cc2)c1	-2%
O=c1c(-c2ccc(Br)cc2)coc2c(CN3CCCCC3)c(O)ccc12	5%

# Compounds above containing a thiophene ring, fused or not, in the order listed:
canonical_smiles	GAA glycogen
N#Cc1ccc(OC(=O)Cc2ccsc2)cc1	-3%[76.3 µM]
COc1ccc(C)c2sc(N(CCN(C)C)C(=O)/C=C/c3cccs3)nc12	-22%[76.3 µM]

# Returning to the listing, repeating the four entries before the break.
canonical_smiles	GAA glycogen
COc1cc(-c2csc(NC3CCCCC3)n2)cc(OC)c1OC	1%
CCc1nc(SCC(=O)Nc2ccccc2)c2c(=O)n(C)c(=O)n(C)c2n1	-12%[76.3 µM]
CCOc1cc(N2CCOCC2)c(OCC)cc1NC(=O)[C@H](C)NC(=O)c1ccco1	3%[76.3 µM]
CCC(C)(C)NC(=O)C(c1ccc(C)o1)N(Cc1ccc2c(c1)OCO2)C(=O)c1snc(C(N)=O)c1N (centres undefined)	13%
O=C(NC1CCCC1)C(c1ccc(F)cc1)N(C(=O)c1csnn1)C1CCCC1 (centres undefined)	2%
CCn1cc(C(=O)N(C)Cc2ccc(OC(F)F)cc2)c(=O)c2ccc(C)nc21	-9%
COc1cccc(-c2nc(CS(=O)(=O)CC(=O)Nc3ccccc3Cl)c(C)o2)c1	3%[76.3 µM]
CCCSCCCNC(=O)Cn1nc(CC)n2c(cc3c(OC)cccc32)c1=O	-5%
CCOC(=O)N1CCC(NC(=O)CS(=O)Cc2nc(-c3ccc(C)cc3)oc2C)CC1 (centres undefined)	2%[76.3 µM]
COc1ccccc1NC(=O)c1cc2c(CO)cnc(C)c2oc1=Nc1ccc(OC)c(OC)c1	-5%
CC(Sc1nc2ccccc2c(=O)n1CCc1ccc(S(N)(=O)=O)cc1)C(=O)NC(N)=O (centres undefined)	11%
Cc1ccc(-n2ncc3c2CCCC3NC(=O)CCc2cnccn2)cc1C (centres undefined)	5%[76.3 µM]
Cc1nc(N2CCN(C(=O)c3cnccn3)CC2)c2c3c(sc2n1)CC(C(C)(C)C)CC3 (centres undefined)	-4%
Cc1cccc(OCC(=O)NNC(=O)CCCCC(=O)NNC(=O)COc2cccc(C)c2)c1	4%[76.3 µM]
COC(=O)Cn1c(=O)c2c(nc3n2CC(C)CN3CCc2ccccc2)n(C)c1=O (centres undefined)	-3%
Fc1ccccc1Nc1ncnc2c1nnn2Cc1ccccc1	0%
COc1ccccc1CNC(=O)C1CCCN(c2cnccn2)C1 (centres undefined)	-13%[76.3 µM]
Cc1cccc(N2CCN(C(=O)c3cccc(N4C(=O)C5C6C=CC(C6)C5C4=O)c3)CC2)c1C (centres undefined)	5%[76.3 µM]
O=c1[nH]c2ccc(S(=O)(=O)N3CCCC3)cc2[nH]1	-8%
N#C/C(=C\c1c(Oc2ccccc2Cl)nc2ccccn2c1=O)C(=O)NC1CCS(=O)(=O)C1 (centres undefined)	0%
CCOC(=O)C(C)Sc1nc2c(cnn2-c2ccc(F)cc2)c(=O)[nH]1 (centres undefined)	0%
Cc1c(CC(=O)NCCC(=O)O)c(=O)oc2cc3occ(-c4ccccc4)c3cc12	1%
COCCc1nc2ccc(C(=O)N(C)Cc3cccc(-n4nc(C)cc4C)c3)cc2o1	0%[76.3 µM]
COc1ccccc1NC(=O)CSc1nnc(NC(=O)C2CC2)s1	-1%[76.3 µM]
O=S(=O)(Nc1nnc(C2CC2)s1)c1ccccc1	-4%
CCOc1ccccc1NC(=O)N1CCC(NC(=O)C2CCCCC2)CC1	-2%[76.3 µM]
O=C(NCCCn1ccnc1)/C(=C\c1ccccc1Cl)NC(=O)c1ccccc1	0%[76.3 µM]
Cc1c(CCC(=O)O)c(=O)oc2c(C)c(OCc3ccccc3Cl)ccc12	0%
Clc1ccc(CN2CCc3c([nH]c4ccccc34)C2)cc1Cl	-3%
Cc1ccnc(NC(=O)c2ccc3c(c2)C(=O)N(CCC(C)C)C3=O)c1	0%[76.3 µM]
CCN(CC)C(=O)Cn1cc(S(=O)(=O)CC(=O)NCc2ccc(F)cc2)c2ccccc21	3%[76.3 µM]
CCCCCCC(O)(c1ccccc1)C(CN1CCOCC1)c1ccccc1 (centres undefined)	-6%
COc1cc(CN2CCN(Cc3ccccc3C(F)(F)F)CC2)cc(OC)c1OC	3%
Cc1c(C)n(C)c2ccc(C(=O)NCCCN3CCN(c4ccc(F)cc4)CC3)cc12	-2%[76.3 µM]

# Remaining list, next part
structure | GAA glycogen
Cc1ccc(NC(=O)CCS(=O)(=O)c2cc3c(cc2Cl)NC(=O)CO3)cc1 | -3%[76.3 µM]
O=C(CNC(=O)c1ccco1)NCc1nc2ccccc2[nH]1 | -7%[76.3 µM]
O=C(Cn1ncc2c3ccccc3n(Cc3ccc(Cl)cc3)c2c1=O)NCCCN1CCCC1=O | -4%[76.3 µM]
CCOC(=O)c1cnc2cc(F)c(F)cc2c1N1CCN(C)CC1 | 4%
CCN(CC(=O)NCCCn1ccnc1)S(=O)(=O)c1ccc(C)cc1 | 3%
COC(=O)c1cccc(NC(=O)CSc2nncn2-c2ccccn2)c1 | -5%
COc1ccc(/C=C2\SC(=S)N(CCC(=O)N(CCO)c3ccccc3)C2=O)cc1OC | 2%
Cn1c(SCC(=O)NC2(C#N)CCCCC2)nnc1-c1cccnc1 | 0%[76.3 µM]
Cc1ccc(S(=O)(=O)Nc2cc3c(cc2C#N)OCO3)cc1C(N)=O | 3%
COc1ccc(OCCN2CCOCC2)cc1 | -9%[76.3 µM]
COc1ccccc1-n1c(CNC(=O)c2ccc(S(=O)(=O)N3CCCCC3)cc2)n[nH]c1=S | 7%[76.3 µM]
N#Cc1ccc(COC(=O)CC(NC(N)=O)c2ccc(Cl)cc2)cc1 (centres undefined) | -4%
CN1CCc2c(sc(NC(=O)c3ccc4ccccc4c3)c2C(N)=O)C1 | -7%[76.3 µM]
COCCNC(=O)/C(C#N)=C/c1c(N2CCN(C)CC2)nc2c(C)cccn2c1=O | 0%
Cc1ccsc1C(=O)NCc1ccc(F)cc1 | -2%
COc1ccc(OCc2nnc(SCC(=O)Nc3ccccc3Cl)o2)cc1 | -2%
COc1ccc2oc(C(=O)N3CCc4ccccc43)c(C)c2c1 | 1%[76.3 µM]
CCOc1ccc(NC(=O)CSc2nc(NS(=O)(=O)c3ccc(C)cc3)cc(=O)[nH]2)cc1 | -2%[76.3 µM]
Cc1cccc(NC(=O)Cn2cc(C(=O)C3CC3)c3ccccc32)c1C | -1%
O=C(CN1CCC(C(=O)c2ccc3c(c2)OCCO3)CC1)Nc1ccccc1C(F)(F)F | 8%
O=C(Cc1cccs1)NCc1ccccc1Br | -5%
Cc1ccc(S(=O)(=O)NCc2ccc(C(=O)NCCc3ccc(S(N)(=O)=O)cc3)cc2)cc1 | 5%
COc1ccc(NC(=O)NN2CCN(C)CC2)c(OC)c1 | -8%[76.3 µM]
CCCC(=O)Nc1cc2c3c(c1)C(C)C(=O)N3CCC2 (centres undefined) | 4%[76.3 µM]
O=C(COC(=O)Cc1c(F)cccc1Cl)NC(=O)c1ccccc1 | -3%[76.3 µM]
COc1cc(CCC(=O)NCc2ccc(F)cc2)cc(OC)c1OC | 4%
COC(=O)c1sccc1NC(=O)Nc1ccc(OC)cc1 | 1%[76.3 µM]
CSc1ccc(/C=N/n2c(COc3ccccc3)n[nH]c2=S)cc1 | ?
O=C(/C=C/c1ccccc1)N1CCOCC1 | 3%
Cc1cc(OCC(=O)NNC(=S)NC(=O)c2cccs2)ccc1Cl | -9%[76.3 µM]
CCCC(=O)N(Cc1cc(=O)[nH]c2ccccc12)c1cccc(C)c1 | 1%
CCCCNC(=O)Cn1c(=O)c2c(ncn2CCC(C)C)n(Cc2ccccc2)c1=O | 9%
N#Cc1ccc(-c2ccc(OCC(O)CN3CCCCC3)cc2)cc1 (centres undefined) | 3%
CCc1nnc(NC(=O)c2cc(-c3ccccn3)nc3ccc(Br)cc23)s1 | -14%[76.3 µM]
Cc1nn(CC(C)C)c2sc(C(=O)NC3CC(C)(C)NC(C)(C)C3)cc12 | -2%
C=C1CCC[C@]2(C)C[C@H]3OC(=O)C(CNCCN(CC)CC)[C@H]3CC12 (some centres undefined) | 4%
Cc1ccc(C)c(C(=O)COC(=O)CN2C(=O)C3C4C=CC(C4)C3C2=O)c1 (centres undefined) | -6%
